hERG protect: shields human hERG channel from block by proarrhythmic agents; activation (rescue from dofetilide block), less the hit threshold, % at 10 µM; CHO-hERG, FluxOR thallium flux, dofetilide IC70 present; Q12809; 310,000 compounds, 0.51% hits; AID 1511;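 active means activation above the mean of controls blocked by dofetilide plus 5 SD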;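 further: thallium influx through hERG after potassium depolarization seen as dye fluorescence rise; in these data hits start at about 4.7%; inactives centre near -7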
MrgX1 ag: human MrgX1 receptor agonism, primary screen; MrgX1-HEK293 cells, Fluo-4 calcium fluorescence, agonist mode; hits give high values; B-score at 10 µM; 310,000 compounds, 0.44% hits;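 active means calcium response B-score plate-corrected fluorescence ratio at least 3 library SD, with starting fluorescence B-score inside 5 SD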
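Assay system: stable human MrgX1 HEK293 cell line. Quantity: 15,000 cells per well. Schedule: cells plated overnight, dye loaded 0.5 h 37 °C, 0.5 h room temperature. Detection: Fluo-4 NW calcium-flux fluorescence, kinetic read. Read-out basis: peak-minus-minimum fluorescence over baseline, converted to B scores. Control set: positive and negative control wells on each plate.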
KCNQ1 act: human KCNQ1 channel potentiation or activation | P51787 | CHO-K1 KCNQ1, thallium flux FluxOR fluorescence; hits give high values | B-score at 10 µM | 310,000 compounds, 0.35% hits | AID 2648;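 active means fluorescence ratio B-score, a plate-corrected score, at least three library SD, with initial intensity B-score within 5 SD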
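Medium – assay buffer, equal DMSO in all wells · Material – CHO-K1 cell line with stable KCNQ1 potassium channel expression · Signal – kinetic FluxOR thallium fluorescence, 10-s 1-Hz baseline, 110-s post-stimulus read · Compound – single concentration per compound, DMSO matched to controls · Schedule – 37 °C overnight plating, 90-min dark dye load, 20-min compound pretreatment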
MrgX1 allo act: human MrgX1 positive allosteric modulation, primary screen. Q96LB2. MrgX1-HEK293, Fluo-4 calcium flux, FDSS; hits give high values. B-score at 10 µM. 310,000 compounds, 0.63% hits;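 active means plate-corrected calcium response at least 3 library SD above typical, normal starting fluorescence, not activating the receptor alone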;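 further: compound read alongside a low EC10 to EC30 dose of BAM8-22 agonist; peak minus trough fluorescence over baseline measured at the second addition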
ANO1 block: inhibitors of mouse TMEM16A calcium-activated chloride channel | 310,000 compounds, 1.2% hits | HEK293 TMEM16A/YFP iodide influx fluorescence, ionomycin | Q8BHY3 | AID 588511 | normalized B-score (activity score, 25-100; higher = stronger inhibition) at 10 µM;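 active means ratio plate-corrected score three or more library SD toward inhibition, starting fluorescence score within five deviations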;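 further: score derived from kinetic fluorescence span divided by baseline fluorescence per well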
Target sequence (Q8BHY3 whole entry, looked up): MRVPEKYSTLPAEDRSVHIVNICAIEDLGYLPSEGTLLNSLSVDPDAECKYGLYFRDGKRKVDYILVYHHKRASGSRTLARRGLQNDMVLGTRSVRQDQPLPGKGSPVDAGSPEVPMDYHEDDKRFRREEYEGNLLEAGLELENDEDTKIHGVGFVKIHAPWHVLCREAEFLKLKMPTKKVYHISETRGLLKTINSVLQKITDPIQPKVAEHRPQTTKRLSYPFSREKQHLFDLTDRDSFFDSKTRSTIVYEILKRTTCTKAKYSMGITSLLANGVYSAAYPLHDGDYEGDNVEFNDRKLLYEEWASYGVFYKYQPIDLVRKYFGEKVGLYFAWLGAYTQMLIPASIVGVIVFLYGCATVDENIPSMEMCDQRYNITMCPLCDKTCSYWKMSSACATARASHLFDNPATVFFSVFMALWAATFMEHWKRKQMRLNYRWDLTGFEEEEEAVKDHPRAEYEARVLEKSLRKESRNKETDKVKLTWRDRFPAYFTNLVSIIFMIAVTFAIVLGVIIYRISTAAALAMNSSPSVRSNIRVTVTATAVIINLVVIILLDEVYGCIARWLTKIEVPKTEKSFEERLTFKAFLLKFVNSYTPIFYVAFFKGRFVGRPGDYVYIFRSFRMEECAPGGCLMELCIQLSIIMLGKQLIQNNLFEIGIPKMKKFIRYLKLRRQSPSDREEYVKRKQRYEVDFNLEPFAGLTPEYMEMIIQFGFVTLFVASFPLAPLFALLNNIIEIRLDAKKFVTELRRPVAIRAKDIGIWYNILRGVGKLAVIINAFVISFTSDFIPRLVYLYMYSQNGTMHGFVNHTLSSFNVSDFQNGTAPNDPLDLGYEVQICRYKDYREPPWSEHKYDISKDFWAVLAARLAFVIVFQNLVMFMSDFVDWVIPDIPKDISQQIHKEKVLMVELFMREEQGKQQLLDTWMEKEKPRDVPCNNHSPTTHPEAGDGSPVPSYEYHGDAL
TMEM16A act: mouse TMEM16A channel activation, primary screen; Q8BHY3; AID 623877; B-score at 10 µM; 340,000 compounds, 0.3% hits; HEK293 TMEM16A/YFP-H148Q/I152L, iodide quench fluorescence; hits give low values;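 active means fluorescence-ratio B-score plate-corrected deviation score at least 3 library SD below zero, with starting fluorescence score within 5 deviations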;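 further: channel opened by trigger with iodide after compound preincubation; score built on the fluorescence ratio of max minus min over baseline; more negative score means more quench and so TMEM16A activation or potentiation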
RGS4 inh: inhibitors of human RGS4; P49798; HEK293 M3R/RGS4 inducible, Fluo-4 calcium flux; hits give high values; triggered by carbachol at its EC20; B-score at 10 µM; 310,000 compounds, 0.45% hits; AID 463165;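 active means B-score, a plate-corrected calcium signal, over three deviations above library mean, with baseline fluorescence within five deviations of library mean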;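 further: RGS4 expression induced by doxycycline in cells with stable M3 receptor; B-score is computed from the integrated fluorescence ratio over baseline after carbachol; higher B-score means a larger calcium signal and so more RGS4 inhibition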
RGS4 act: potentiators or activators of RGS4. 310,000 compounds, 0.92% hits. B-score at 10 µM. AID 463111. HEK293 M3R/inducible RGS4, carbachol calcium flux Fluo4; hits give low values;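 active means B-score of the integrated calcium signal more than 4 SD below the library mean, with starting fluorescence not abnormally high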;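 further: negative B-score means reduced calcium response which marks RGS4 activation or potentiation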
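Material: Inducible-RGS4 HEK293 cells carrying M3 receptor; also added: carbachol at ECmax as muscarinic agonist stimulus; incubation: compound preincubation 20 min at room temperature before agonist; signal: Fluo4-AM (2 µM) calcium-flux fluorescence, kinetic read; measure: integrated calcium ratio converted to B score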
KCNK3 block: human KCNK3 channel inhibition, primary screen | O14649 | CHO-KCNK3 thallium flux, FluxOR fluorescence; hits give low values | B-score at 10 µM | 340,000 compounds, 0.84% hits;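 active means B-score under library mean minus 4 SD, starting fluorescence ratio at most library mean plus 5 SD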;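 further: more negative B-score means stronger inhibition of thallium flux through KCNK3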
KCNK9 block: inhibitors of human KCNK9 two-pore domain potassium channel; Q9NPC2; HEK293 KCNK9, FluxOR thallium flux fluorescence; hits give low values; B-score at 10 µM; 310,000 compounds, 1.2% hits; AID 488922;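 active means ratio B-score over 3 SD below the library mean, with starting fluorescence within 5 SD of its mean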;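 further: negative B-score means less thallium flux so channel inhibition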
KCNQ1 block: blocks the human KCNQ1 potassium channel. P51787. AID 2642. B-score at 10 µM. CHO-K1 KCNQ1, FluxOR thallium flux fluorescence; hits give high values. 310,000 compounds, 1.3% hits;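 active means compounds whose thallium flux B-score, printed positive for inhibition, exceeds three library SD while starting fluorescence stays within three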;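 further: channel opened by potassium depolarization with thallium stimulus after 20 min compound exposure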
* = called active by the depositor; i = inactive; nt = not tested or not shown.

SMILES | hERG protect | MrgX1 ag | KCNQ1 act | MrgX1 allo act | ANO1 block | TMEM16A act | RGS4 inh | RGS4 act | KCNK3 block | KCNK9 block | KCNQ1 block
Cc1nn(-c2ccc3ccccc3c2)c(=O)c2ccccc12 | -10 | i | i | i | i | i | i | i | -8.9* | i | i
Cc1ccc(C(=O)NC(=S)NCC2CCCO2)cc1[N+](=O)[O-] (centres undefined) | -10 | i | i | i | i | i | i | i | i | i | i
O=C(CN1CCCCC1)Nc1ccccc1-c1ccccc1 | -8 | i | i | i | i | i | i | -10* | i | i | i
O=C(Nc1cccc(Cl)c1N1CCCC1)c1ccco1 | -8 | i | i | i | i | i | i | i | i | -9.9* | i
COc1cc2c(cc1OC)C(/C=C/c1ccco1)=NCC2 | -3 | nt | i | nt | nt | i | i | i | i | i | i
COc1cc(CNCCN2CCOCC2)ccc1OCc1ccc(Cl)cc1 | -9 | i | i | i | i | i | i | i | i | i | i
O=C(Nc1cccc([N+](=O)[O-])c1)ONC1=NCCCCC1 | -14 | i | i | i | i | i | i | i | i | i | i
Nc1nc(COc2ccccc2)cs1 | -8 | i | i | i | i | i | i | i | i | i | i
CN(C)c1nnnn1-c1ccc(Oc2ncc(C(F)(F)F)cc2Cl)cc1 | -5 | i | i | i | i | i | i | i | i | i | i
O=C(O)CSC1CC(=O)N(c2ccc(Cl)cc2)C1=O (centres undefined) | -14 | i | i | i | i | i | i | i | i | i | i
Cc1cc(C)cc(NC(=S)N2CCN(Cc3ccccc3)CC2)c1 | -5 | i | i | i | i | i | i | i | i | i | i
Oc1ccc2ccccc2c1N=Nc1ccccn1 | -6 | i | i | i | i | i | i | i | i | -7.3* | i
N#Cc1c(N)nc(-c2ccccc2)nc1-c1ccccc1 | -1 | i | i | i | i | i | i | i | i | i | i
CCOC(=O)c1nccnc1C(=O)Nc1cccc(C(F)(F)F)c1 | -8 | i | i | i | i | i | i | i | i | i | i
Cc1csc(SCC(=O)O)n1 | -9 | i | i | i | i | i | i | i | i | i | i
Cc1cccc(NC(=O)CSCC(=O)NCc2cccc(C(F)(F)F)c2)c1 | -6 | i | i | i | i | i | i | i | i | i | i
CSc1ccccc1C(=O)N1CCCC(CNC(=O)c2ccc(F)cc2)C1 (centres undefined) | -8 | i | i | i | i | i | i | i | i | i | i
COc1ccc(OC)c(-c2cc(C(=O)N3CCN(c4ccccc4)CC3)no2)c1 | -10 | i | i | i | i | i | i | i | i | i | i
CCN(CCO)Cc1csc2c(Br)cccc12 | -7 | i | i | i | i | i | i | i | i | i | i
CCn1c(=O)cc(SCC(=O)NCc2ccccn2)c2ccccc21 | -6 | i | i | i | i | i | i | i | i | i | i
Cc1nn(-c2ccccc2)c(C)c1/C=N/n1c(-c2ccc(Cl)cc2)n[nH]c1=S | -8 | i | i | i | i | i | i | i | i | i | i
CCCOc1ccc(N2C(=O)CC(N(C(=O)c3ccco3)c3ccc(OCCC)cc3)C2=O)cc1 (centres undefined) | -4 | i | i | i | i | i | i | i | i | i | i
O=C(CC12CC3CC(CC(C3)C1)C2)Nc1ccc(C(=O)O)cc1 | 1 | i | i | i | i | i | i | i | i | i | i
COc1ccc(CCN(C)C(=O)c2cc(-c3ccccc3)nc3ccccc23)cc1OC | -15 | i | i | i | i | i | i | i | i | i | i
O=S(=O)([O-])C(c1ccccc1)[n+]1ccccc1 (centres undefined) | -7 | i | i | i | i | i | i | i | i | i | i
Cc1ccc(C)c(OCCNc2ncccc2[N+](=O)[O-])c1 | -2 | i | i | i | i | i | i | i | -12* | i | i
O=c1n(-c2ccccc2)c(=O)n(Cc2ccccn2)n1Cc1ccccn1 | -6 | i | i | i | i | i | i | i | i | i | i
C/C(=N/NC(=O)c1nnn(-c2nonc2N)c1-c1ccccc1)c1ccc2c(c1)OCO2 | -6 | i | i | i | i | i | i | i | i | i | i
c1ccc2c(c1)ncn2CCn1cnc2ccccc21 | -8 | i | i | i | i | i | i | i | i | i | i
COc1cccc(NC(=O)c2cc(=O)c3ccccc3o2)c1 | -5 | i | i | i | i | i | i | i | i | i | i
c1ccc(-c2cn(-c3ccccc3)c3ncnc(NCCCN4CCOCC4)c23)cc1 | -19 | i | i | i | i | i | i | i | i | i | i
O=[N+]([O-])c1cc2c(c(CSc3ncccn3)c1)OCOC2 | -1 | i | i | i | i | i | i | i | i | i | i
N#CC1=C(N)Oc2cc(N)ccc2C1c1ccsc1 (centres undefined) | -14 | i | i | i | i | i | i | i | i | i | i
CC(C)OC(=O)c1nnc(Cc2ccc(F)cc2)o1 | -6 | i | i | i | i | i | i | i | i | i | i
Cc1ccc(S(=O)(=O)NC2(C(F)(F)F)NC(=O)N(c3ccc(F)cc3)C2=O)cc1 (centres undefined) | -5 | i | i | i | i | i | i | i | i | i | i
Cc1ccc(C(=O)N2CCC3(CC2)Oc2ccc(F)cc2C(=O)C32CC(c3ccc(Cl)cc3)=NO2)s1 (centres undefined) | -11 | i | i | i | i | i | i | i | i | i | i
CNC(C)C#Cc1ccc2oc3cc(C)c(C)cc3c(=O)c2c1 (centres undefined) | -10 | i | i | i | i | i | i | i | i | i | i
CCNc1nc2[nH]c(=O)c3c(c2s1)OC(N)=C(C#N)C3c1ccc(C)cc1 (centres undefined) | -3 | i | i | 16* | i | i | i | i | i | i | i
COC(=O)CSc1nc(NC#N)nc(NC(C)C)n1 | 0 | i | i | i | i | i | i | i | i | i | i
CCN(CC#CCC(O)(c1ccccc1)C1CCCC1)C(C)C (centres undefined) | -12 | i | i | i | i | i | i | -7.4* | i | i | i
NC(=O)NC(Cc1ccccc1)C(=O)Nc1ccc(S(N)(=O)=O)cc1 (centres undefined) | -6 | i | i | i | i | i | i | i | i | i | i
CC(=O)Nc1nonc1-c1nc2ccccc2n1CCC#N | -2 | i | i | i | i | i | i | i | i | i | i
Cc1cc(C)cc(N(CC(=O)NCc2cccnc2)S(C)(=O)=O)c1 | -5 | i | i | i | i | i | i | i | i | i | i
COc1ncnc2c1ncn2CC1COC(C)(C)O1 (centres undefined) | -9 | i | i | i | i | i | i | i | i | i | i
NS(=O)(=O)c1ccc(Oc2ccc(S(N)(=O)=O)cc2)cc1 | -6 | i | i | i | i | -4.9* | i | i | i | i | i
CC(C)(C)OC(=O)Nc1ncnc2c1ncn2C1OC(CO)C2OC(C)(C)OC21 (centres undefined) | -11 | i | i | i | i | i | i | i | i | i | i
O=C(N/N=C/c1coc2ccccc2c1=O)c1cc2ccccc2o1 | -5 | i | i | i | i | i | i | i | i | i | i
O=S(=O)(c1ccc2ccccc2c1)N1CCC(c2nc(-c3ccncc3)no2)CC1 | -1 | i | i | i | 100* | i | i | i | i | i | i
CC(C)CNC(=S)N1CCC(NC(=O)C23CC4CC(CC(C4)C2)C3)CC1 | -6 | i | i | i | i | i | i | i | i | i | i
COc1ccc(/C=C(\NC(=O)c2ccc(OC)cc2)C(=O)NC(CCSC)C(=O)O)cc1 (centres undefined) | -10 | i | i | i | i | i | i | i | i | i | i
CN1OC(Cn2cc(C#N)c(=O)n(C)c2=O)CC1c1ccccc1 (centres undefined) | -5 | i | i | i | i | i | i | i | i | i | i
CN1CCN(Cc2ccc(-c3ccc(Cl)cc3)o2)CC1 | -7 | i | i | i | i | i | i | i | i | i | i
O=c1c2cccc3c2c(nn1-c1ccccc1)-c1ccccc1-3 | -7 | i | i | i | i | i | i | i | i | i | i
N#CCCNc1c(Cl)cc(Cl)cc1C(=O)O | -5 | i | i | i | i | i | i | i | i | i | i
CC(=O)N1c2ccc(S(=O)(=O)N3c4ccccc4CC3C)cc2CC1C (centres undefined) | -8 | i | i | i | i | i | i | i | i | i | i
Cc1ccc(C(=O)Nc2ccccc2C(=O)O)cc1S(=O)(=O)Nc1ccc(Br)cc1 | -15 | i | i | i | i | i | i | i | i | i | 6*
COc1cccc(CN2CCCC(C(=O)N3CCCCC3)C2)c1 (centres undefined) | -4 | i | i | i | i | i | i | i | i | i | i
Cc1c(C(=O)NN)sc(=S)n1C | -8 | i | i | i | i | i | i | i | i | i | i
O=C(O)[C@H]1CCCN1S(=O)(=O)c1cccc2cccnc12 | nt | i | nt | i | i | i | nt | nt | i | nt | nt
O=[N+]([O-])c1cccc(/C=N/n2c(C3CCCCC3)n[nH]c2=S)c1 | -7 | i | i | i | i | i | i | i | i | i | i
Following part:
SMILES | hERG protect | MrgX1 ag | KCNQ1 act | MrgX1 allo act | ANO1 block | TMEM16A act | RGS4 inh | RGS4 act | KCNK3 block | KCNK9 block | KCNQ1 block
Cc1cc(C(=O)NCc2cccc(Cl)c2)c2ccccc2n1 | -1 | i | i | i | i | i | i | i | i | i | i
CCc1nnc(NC(=O)C(NC(=O)c2ccccc2Cl)C(C)C)s1 (centres undefined) | -8 | i | i | i | i | i | i | i | i | i | i
CCc1cccc(C)c1NC(=O)C1C2CCC(O2)C1C(=O)O (centres undefined) | -8 | i | i | i | i | i | i | i | i | i | i
COc1cc(OC)c(NS(=O)(=O)c2cccc(C(=O)OCC(=O)NCC3CCCO3)c2)cc1Cl (centres undefined) | 3 | i | i | i | i | -7.8* | i | i | i | i | i
Fc1cccc(F)c1CSc1nc2ccccc2[nH]1 | -12 | i | i | i | i | i | i | i | i | i | i
O=C(c1ccccc1Br)N(Cc1ccccc1)c1ccccc1 | -10 | i | i | i | i | i | i | i | i | i | i
Clc1ccc(CSc2ccc(-c3cccnc3)nn2)cc1 | -5 | i | i | i | i | i | i | i | i | i | i
COc1ccc(/C=N/NC(=O)c2ccc(COc3ccccc3Cl)o2)cc1 | -6 | i | i | i | i | i | i | i | i | i | i
CN(C)c1oc(-c2cccs2)nc1C#N | -5 | i | i | i | i | i | i | i | i | i | i

Two records drawn at random from the list so far:
SMILES | hERG protect | MrgX1 ag | KCNQ1 act | MrgX1 allo act | ANO1 block | TMEM16A act | RGS4 inh | RGS4 act | KCNK3 block | KCNK9 block | KCNQ1 block
Clc1ccc(CSc2ccc(-c3cccnc3)nn2)cc1 | -5 | i | i | i | i | i | i | i | i | i | i
Fc1cccc(F)c1CSc1nc2ccccc2[nH]1 | -12 | i | i | i | i | i | i | i | i | i | i
